Avidin fluor: green autofluorescence of compounds with avidin beads – biophysical, 488/530 nm, flow cytometry, artefact control, profiling panel | compound fluorescence 488/530 nm; active compounds read high | fluorescence (KMESF) at 10 µM | actives 0.38% (n = 220,000) | AID 1775, 2009; in the data active = fluorescence above about 47; also: inactives centre near 10
Pf gamet viab: late stage P. falciparum gametocyte viability inhibitors, primary screen, ATP luminescence, HTS. P. falciparum stage V gametocytes, 24 h. inhibition, % at 10.9 µM. actives 0.065% (n = 150,000). AID 743093, 2013;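 active = inhibition above the mean plus 3 SD of compounds within the control limits, set per campaign, cut at about 38% in these data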;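 also: 0% = DMSO wells and 100% = medium only without gametocytes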
Rab7 wt GTP bind: modulators of GTP binding to Rab7, primary screen, biochemical, wildtype, multiplex bead flow cytometry; GST-Rab7 beads, fluorescent GTP binding; actives lie on both sides; untreated = 100%, excess cold GTP = 0%; GTP binding activity (percent of control), % at 10 µM; actives 0.055% (n = 190,000); AID 758, 2007;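 active = fluorescent GTP binding to Rab7 beads changed by at least 20 points from the 100% baseline, either direction, mostly lower; inconclusive = compound itself probably fluorescent, or too few beads counted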;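 also: median green fluorescence of bound Bodipy-FL-GTP per Rab7 bead population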
HRas wt GTP bind: modulators of GTP binding to HRas wildtype, primary screen, biochemical, bead-based flow cytometry, multiplex; GTP binding activity, % at 10 µM; actives 0.14% (n = 190,000); GST-Ras wt beads, Bodipy-FL-GTP binding; actives lie on both sides; GTPase HRas (Homo sapiens), P01112;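 active = GTP binding activity at least 20% away from the 100% baseline, either lowered as inhibitor or raised as activator; inconclusive = flagged as likely green fluorescent, judged across all proteins in the well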;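 also: 0% = unlabeled GTP competition control and 100% = no-compound control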
Target sequence (P01112 whole entry, looked up): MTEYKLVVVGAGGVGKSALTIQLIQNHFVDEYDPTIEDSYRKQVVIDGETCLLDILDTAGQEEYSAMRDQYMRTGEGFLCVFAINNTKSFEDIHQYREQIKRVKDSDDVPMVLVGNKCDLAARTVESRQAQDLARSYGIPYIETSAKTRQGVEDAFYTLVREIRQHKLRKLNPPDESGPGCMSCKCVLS
Mcl1 Bid PPI: Mcl-1/Bid binding inhibitors, primary screen, biochemical, TR-FRET, 1536-well; inhibition, % at 21.7 µM; actives 0.97% (n = 220,000); TR-FRET Mcl-1/Bid-Dy647 peptide binding; AID 1021, 2008; Induced myeloid leukemia cell differentiation protein Mcl-1 (Homo sapiens), Q07820;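 active = compounds that cut the binding signal by more than half at the single screening dose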;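 also: His-tagged Mcl-1 with europium anti-His antibody binding Bid BH3 peptide; 0% = Mcl-1 plus peptide wells and 100% = peptide-only wells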
Target sequence (Q07820 whole entry, looked up): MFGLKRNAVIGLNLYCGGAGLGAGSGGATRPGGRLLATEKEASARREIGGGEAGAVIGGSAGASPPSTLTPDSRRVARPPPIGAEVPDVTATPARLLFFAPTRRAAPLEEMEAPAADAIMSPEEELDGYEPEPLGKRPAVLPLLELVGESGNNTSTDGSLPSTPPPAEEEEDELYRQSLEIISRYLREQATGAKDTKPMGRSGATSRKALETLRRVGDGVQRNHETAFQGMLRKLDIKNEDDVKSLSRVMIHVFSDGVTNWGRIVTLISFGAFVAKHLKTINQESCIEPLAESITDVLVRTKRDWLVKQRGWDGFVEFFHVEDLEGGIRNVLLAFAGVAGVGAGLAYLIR
Rab2A wt mod: modulators of GTP binding to Rab2A wildtype, primary screen, biochemical, dog, bead-based flow cytometry, multiplex | actives 0.19% (n = 190,000) | GST-Rab2 wt beads, Bodipy-GTP binding | GTP binding activity, % at 10 µM | Ras-related protein Rab-2A (Canis lupus familiaris), P61105;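 active = GTP binding activity at least 20 points away from 100%, either lowered or raised; inconclusive = signal likely due to the compound's own green fluorescence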;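 also: 0% = beads with excess unlabeled GTP and 100% = no-compound control corrected for plate trend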
Rac1 mut GTP: GTP binding modulators of activated mutant Rac1, primary screen, biochemical, bead-based flow cytometry, multiplex, fluorescent GTP. GST-Rac1 activated beads; actives lie on both sides; 100% means binding = to untreated wells. Ras-related C3 botulinum toxin substrate 1 (Homo sapiens), P63000. percent activity (GTP binding), % at 10 µM. actives 0.11% (n = 190,000);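 active = GTP binding at least 20 percentage points away from the 100% baseline, in either direction, so actives lie on both sides; inconclusive = Compound likely fluorescent itself, or too few beads counted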
Cdc42 wt GTP: modulators of GTP binding to wildtype Cdc42, primary screen, biochemical, multiplex bead flow cytometry, Bodipy-GTP; Cell division control protein 42 homolog (Homo sapiens), P60953; GST-Cdc42 beads; actives lie on both sides; percent activity (GTP binding), % at 10 µM; actives 0.2% (n = 190,000);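 active = percent activity GTP binding at least 20 points away from the 100% baseline, either down as inhibitor or up as activator; inconclusive = compound flagged as likely green fluorescent from well-wide comparison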;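 also: median bead fluorescence of bound Bodipy-FL-GTP at 100 nM; 0% = excess unlabeled GTP control and 100% = no compound control; below 100% means less GTP binding so inhibitor and above means activator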
Target sequence (P60953 whole entry, looked up): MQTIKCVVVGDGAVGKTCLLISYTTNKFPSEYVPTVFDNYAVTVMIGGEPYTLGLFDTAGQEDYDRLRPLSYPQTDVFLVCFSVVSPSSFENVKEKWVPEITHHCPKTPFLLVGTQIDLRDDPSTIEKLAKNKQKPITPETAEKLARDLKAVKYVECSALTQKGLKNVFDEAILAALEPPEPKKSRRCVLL
Mcl1-Noxa inh: Mcl-1/Noxa binding inhibitors, primary screen, biochemical, TR-FRET, 1536-well | Induced myeloid leukemia cell differentiation protein Mcl-1 (Homo sapiens), Q07820 | TR-FRET Mcl-1/Noxa peptide binding, 2 h | inhibition, % at 21.7 µM | actives 1.5% (n = 220,000) | AID 1022, 2008;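 active = compounds that cut the protein-peptide binding signal by more than 50% relative to plate controls in a single-dose test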;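 also: His-tagged Mcl-1 with rhodamine Noxa BH3 peptide and terbium anti-His antibody; 0% = Mcl-1 plus Noxa peptide wells and 100% = peptide-only wells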
Mcl-1 Bim block: inhibitors of Bim peptide binding to Mcl-1, primary screen, biochemical, bead-based flow cytometry, multiplex | Bim peptide-Mcl-1 binding | inhibition, % at 10 µM | actives 0.1% (n = 190,000); in the data active = inhibition above about 40%;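 also: 0% = no compound tracer wells and 100% = peptide blocker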
Rac1 wt GTP bind: wildtype Rac1 GTP binding modulators, primary screen, biochemical, GST-Rac1 beads, flow cytometry, multiplex; actives 0.27% (n = 190,000); Ras-related C3 botulinum toxin substrate 1 (Homo sapiens), P63000; fluorescent GTP binding; actives lie on both sides; 0 = cold GTP competed, 100 = untreated; GTP binding activity (% of control), % at 10 µM;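 active = GTP binding activity at least 20 points away from the 100% control level, either lower or higher; inconclusive = compound flagged as likely green fluorescent, judged across all proteins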
The depositor's hits bear a star; ? = inconclusive; . = not tested or not shown.

SMILES	Avidin fluor	Pf gamet viab	Rab7 wt GTP bind	HRas wt GTP bind	Mcl1 Bid PPI	Rab2A wt mod	Rac1 mut GTP	Cdc42 wt GTP	Mcl1-Noxa inh	Mcl-1 Bim block	Rac1 wt GTP bind
COC(CNC(=O)c1cc(Sc2nnc(C)s2)nc2ccccc12)OC	14	15	102	101	-5	100	101	106	19	-1	107
CCOc1ccc(C(=O)NCC(=O)OCC(=O)N2CCC(C)CC2)cc1	4	-5	100	100	2	98	96	98	2	13	98
Cc1ccc(S(=O)(=O)N2CCN(C(=O)c3ccccc3)C2)cc1[N+](=O)[O-]	9	.	107	95	-9	99	95	98	-14	0	102
COc1ccc(Cn2c(SCc3cc(C)ccc3C)nc3cc(OC)c(OC)cc3c2=N)cc1	36	8	102	106	5	106	107	110	19	-6	111
CN(C)CCCNC(=O)c1cc(C(=O)C2CCCCC2)c[nH]1	10	17	102	97	-24	98	98	98	3	-2	101
O=C(Nc1ccc(Cl)cc1)c1csc(-c2ccncc2)n1	6	11	?	?	-25	?	?	?	6	2	?
Cc1cccc(C=Nc2ccc3c4c(cccc24)CC3)c1O	12	6	99	96	-19	97	95	95	43	10	97
CCOc1ccc(CNC(=O)CCCOc2cc(=O)n(C)c3ccccc23)cc1	7	.	93	99	-7	96	98	98	-12	3	99
CCN(CC)C(=O)Oc1c(Cl)cc(Cl)c2cccnc12	8	-6	95	97	-17	97	97	98	6	0	100
S=c1sc(SCCOc2ccccc2)nn1-c1ccccc1	15	-16	103	98	-9	96	97	98	8	-5	103
CCN(CC)CCOc1ccc2c(c1)C(=NO)c1cc(OCCN(CC)CC)ccc1-2	30	.	101	102	-14	99	99	102	33	-1	103
CCN1C=C(Cc2cccs2)C2=C(C1)C(c1cccs1)C(C#N)=C(N)O2 (centres undefined)	13	.	100	101	-45	98	98	101	0	-2	101
NCC(O)COCCC12CC3CC(CC(C3)C1)C2 (centres undefined)	10	.	91	94	-3	96	98	92	-9	-3	99
O=C(O)c1cnc(N2CCOCC2)nc1	14	-25	96	94	13	94	95	92	-11	-6	98
CN(C)c1ccc(/C(=N\O)C(F)(F)F)cc1	38	.	104	102	-36	103	99	103	-20	0	101
Cn1ccnc1SCCC#N	27	.	100	99	-13	101	98	99	9	-1	102
CCC(=O)N1CCc2cc(S(=O)(=O)NC(C(=O)NCc3ccccc3)C(C)C)ccc21 (centres undefined)	15	.	97	96	-2	96	98	95	16	-6	96
COc1ccccc1NC(=O)CC1COc2ccccc2O1 (centres undefined)	14	.	101	103	-6	102	101	103	-7	-1	101
CCN(CCO)C(=O)C12CCC(C)(C(=O)C1)C2(C)C (centres undefined)	13	-19	95	97	-3	97	95	99	4	4	94
CCc1ccc(NC(=O)C(CC)c2ccccc2)cc1 (centres undefined)	8	2	104	101	-8	101	98	105	13	-5	102
CN(C)C(=O)CN(C)S(=O)(=O)c1ccc(Cl)cc1	8	6	101	104	-12	102	100	105	-15	0	102
CCOc1ccc(C(C(=O)NC2CCCCC2)N(C(=O)Cc2cccs2)c2ccc(-n3cnnn3)c(OC)c2)cc1 (centres undefined)	12	.	104	101	8	100	99	100	2	-3	102
CCn1c(C)c(C(C)=O)c(N2CCCCC2)nc1=S	9	5	98	97	-14	100	99	97	7	0	100
O=C(CCCC(=O)OCC(=O)c1cccs1)Nc1ccc(Oc2ccccc2)cc1	12	7	101	101	-17	100	98	102	-21	0	105
O=C(CNC(=O)c1ccccc1Cl)Nc1ccc(F)cc1	24	17	97	100	-2	99	97	99	13	-4	102
O=C(Cn1cnc2scc(-c3ccccc3)c2c1=O)NCc1ccco1	9	3	100	97	-59	96	94	95	51*	-3	98
CCCCCN(C(=O)NC(=O)Nn1cnnc1)S(C)(=O)=O	21	.	100	101	-29	103	99	107	10	-5	107
COc1ccc(C)cc1NC(=O)C1CC(=O)N(CCc2ccccc2)C1 (centres undefined)	15	-1	95	94	-1	96	92	95	-4	2	93
N#Cc1c(=O)c2nc(NCc3ccccc3)ncc2n2ccccc12	10	7	85	83	-9	80	90	84	35	5	79*
COC(=O)c1ccc(N)cc1O	7	-2	100	98	-30	98	96	95	4	5	99
Cc1ccccc1-c1ccc(=O)n(CC(=O)Nc2ccc(N3CCOCC3)cc2)n1	.	.	104	103	-38	102	102	103	24	-2	112
NC(=O)NCCCC(NC(=O)c1ccc(C#CC2(O)CCCCC2)cc1)C(=O)O (centres undefined)	17	4	102	98	-3	100	96	98	-2	1	99
Cc1cc(C)nc(NC(=O)Cc2ccc(Br)cc2)n1	12	9	93	94	-45	98	94	96	16	-4	96
CC(=O)Nc1nc(C)nc(C)c1C(C)=O	8	-21	97	98	-10	97	101	98	10	1	102
COc1cc(NC(=O)c2cccnc2Sc2ccc(Cl)cc2)cc(OC)c1OC	12	-11	100	101	-25	98	94	98	9	-2	101
O=c1[nH]c(CN2CCOCC2)nc2ccccc12	19	1	98	95	-12	93	96	93	2	-2	96
COc1ccc(C(=O)COc2ccc(F)cc2)c(O)c1C	4	.	104	98	-19	102	95	100	3	-1	98
Cc1nn(-c2ccccc2)c(N)c1N=Nc1cccnc1	10	-1	97	94	3	97	95	93	21	-7	98
Nc1ncc2c(n1)-c1ccccc1CC2	8	-3	97	99	-18	101	96	102	9	0	101
O=C(CCSCCc1ccccn1)Nc1cccc([N+](=O)[O-])c1	18	5	105	100	1	101	95	98	0	-8	99
CN(C)CCNc1ncnc2ccccc12	23	-20	101	101	-17	100	96	101	21	1	103
CC(C)(CO)NCc1ccccc1OCC(=O)Nc1ccccc1	16	.	100	96	-18	92	93	93	-16	-5	93
CCN(CC)CCN1C(=O)C(=O)/C(=C(/O)c2ccccc2)C1c1ccccc1F (centres undefined)	15	.	100	99	-19	99	96	99	23	-1	99
Cc1ccc(S(=O)(=O)N2CCOCC2)cc1NC(=O)COC(=O)c1cc(=O)c2ccccc2o1	4	-25	104	105	7	103	101	103	8	-6	103
Cc1c(C(=O)N2CCC(Cc3ccccc3)CC2)sc2ncnc(N3CCC(C)CC3)c12	10	-7	107	104	-7	103	99	103	-11	-6	103
CCN(CC)CCN1C(=O)c2ccccc2NC1c1cc(OC)c(OC)c(OC)c1 (centres undefined)	17	-17	?	?	-52	?	?	?	13	-1	?
CC(C)c1ccc(NC(=O)C2CCCCC2C(=O)O)cc1 (centres undefined)	15	-22	94	96	-12	94	95	96	-14	-7	93
CC(C)N(C(=O)CSc1nnc(NC(=O)Cc2cccs2)s1)C(C)C	13	-1	96	95	-16	95	94	96	-7	-2	94
CCOC(=O)Cn1c(CN2CCOCC2)nc2c1c(=O)n(C)c(=O)n2C	21	.	102	100	-20	99	99	105	-13	-3	102
CC12CN(C(=O)c3ccc(Cl)cc3)C3(C#N)CC1CCC23C (centres undefined)	14	25	99	100	-16	99	94	97	-10	0	101
CCOC(=O)C1CCN(C(=O)CSc2ccc(Cl)cc2)CC1	2	-10	96	96	8	97	98	99	27	-4	99
S=C(NCCc1ccc(Cl)cc1)NC1CCCC1	10	-24	97	102	-41	108	95	111	4	23	100
CC(=O)N1CCc2cc3nc(C)cc(C)c3cc21	35	-11	100	100	-4	99	99	102	8	-2	103

Some of the entries above, set out differently:
structure,Avidin fluor,Pf gamet viab,Rab7 wt GTP bind,HRas wt GTP bind,Mcl1 Bid PPI,Rab2A wt mod,Rac1 mut GTP,Cdc42 wt GTP,Mcl1-Noxa inh,Mcl-1 Bim block,Rac1 wt GTP bind
CCN(CC)CCN1C(=O)C(=O)/C(=C(/O)c2ccccc2)C1c1ccccc1F (centres undefined),15,.,100,99,-19,99,96,99,23,-1,99
Cc1ccc(S(=O)(=O)N2CCOCC2)cc1NC(=O)COC(=O)c1cc(=O)c2ccccc2o1,4,-25,104,105,7,103,101,103,8,-6,103
Cc1c(C(=O)N2CCC(Cc3ccccc3)CC2)sc2ncnc(N3CCC(C)CC3)c12,10,-7,107,104,-7,103,99,103,-11,-6,103
CCN(CC)CCN1C(=O)c2ccccc2NC1c1cc(OC)c(OC)c(OC)c1 (centres undefined),17,-17,?,?,-52,?,?,?,13,-1,?
CC(C)c1ccc(NC(=O)C2CCCCC2C(=O)O)cc1 (centres undefined),15,-22,94,96,-12,94,95,96,-14,-7,93
CC(C)N(C(=O)CSc1nnc(NC(=O)Cc2cccs2)s1)C(C)C,13,-1,96,95,-16,95,94,96,-7,-2,94
CCOC(=O)Cn1c(CN2CCOCC2)nc2c1c(=O)n(C)c(=O)n2C,21,.,102,100,-20,99,99,105,-13,-3,102
CC12CN(C(=O)c3ccc(Cl)cc3)C3(C#N)CC1CCC23C (centres undefined),14,25,99,100,-16,99,94,97,-10,0,101
CCOC(=O)C1CCN(C(=O)CSc2ccc(Cl)cc2)CC1,2,-10,96,96,8,97,98,99,27,-4,99
S=C(NCCc1ccc(Cl)cc1)NC1CCCC1,10,-24,97,102,-41,108,95,111,4,23,100
CC(=O)N1CCc2cc3nc(C)cc(C)c3cc21,35,-11,100,100,-4,99,99,102,8,-2,103

Compound activity: PubChem, several laboratories
